PostGolgi yeast – growth inhibition of a yeast mutant, post-Golgi transport screen | inhibition, % at 10 µM | post-Golgi transport phenotypic cell assay | actives 0.9% (n = 98,000);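 note: yeast cells grown in 1536-well plates; yeast grown about 18 h at 30C before absorbance read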
PostGolgi ctrl – growth of the yeast control strain, post-Golgi counter-screen; efflux-deficient yeast background strain, growth absorbance A615, 16 h; inhibition, % at 10 µM; actives 5% (n = 98,000)
H69AR inhibit – growth inhibitors of human H69AR lung tumor cells; actives 6% (n = 85,000); viability, % at 10 µM; H69AR lung tumor viability, ATP luminescence, 72 h; active compounds read low;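 active = viability at or below 40%; inactive = viability above 40%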;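 note: multidrug resistant small cell line overexpressing MRP-1 efflux transporter; 100% = mean luminescence of untreated control wells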
HUVEC inhibit – human endothelial cell proliferation inhibition; HUVEC proliferation, CellTiter-Glo luminescence, 72 h; active compounds read low; viability, % at 10 µM (by protocol); actives 1.1% (n = 86,000); AID 648;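 active = viability at or below 30%; inactive = viability above 30%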;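 note: 100% = median luminescence of DMSO-only cell control wells on each plate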
S1P2 agonist – agonists of human S1P2 receptor; AID 729; actives 0.46% (n = 97,000); O95136; S1P2-expressing cell line, agonist reporter read-out; activation, % at 4.5 µM; in the data active = activation above about 16%;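 note: 0% = vehicle low control and 100% = maximal reference agonist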
Target sequence (O95136 whole entry, looked up): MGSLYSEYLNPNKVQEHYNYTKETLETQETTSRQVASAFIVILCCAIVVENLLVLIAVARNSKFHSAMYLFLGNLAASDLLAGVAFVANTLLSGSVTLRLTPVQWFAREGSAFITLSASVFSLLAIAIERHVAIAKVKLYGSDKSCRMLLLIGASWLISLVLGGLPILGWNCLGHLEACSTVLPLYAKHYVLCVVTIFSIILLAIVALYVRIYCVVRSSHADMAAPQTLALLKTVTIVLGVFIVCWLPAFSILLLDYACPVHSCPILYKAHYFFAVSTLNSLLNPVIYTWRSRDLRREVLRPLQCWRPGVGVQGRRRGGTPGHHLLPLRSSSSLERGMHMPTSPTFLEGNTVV
Fibroblast inh – blocks proliferation of human lung fibroblasts. LL 47 human lung fibroblast viability, ATP luminescence; active compounds read low. viability, % at 10 µM. actives 1.1% (n = 85,000). AID 719;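 active = viability at or below 50% in the single dose screen; inactive = viability above 50%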;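 note: compound exposure lasted 72 h before the ATP readout; 100% = median luminescence of untreated cell-only wells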
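Material: human LL 47 lung fibroblast cells; quantity: 1,150 cells/well; medium: IMEM plus 15% FBS; doses: 0.1% DMSO in all compound wells; timing: overnight attachment after seeding, then 72 h compound exposure at 37 °C; detection: CellTiter-Glo luminescence; measure: % viability of median cell-only signal; controls: cell-only wells, no compound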
Ecoli WT expand – growth inhibitors of E. coli BW25113 wild type | OD600 absorbance | growth inhibition, % at 100 µM | actives 0.15% (n = 98,000) | AID 710;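 active = growth inhibition above about 50% at one test dose, limit read from the data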;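 note: growth measured after 20 h incubation at 37 °C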
DAT uptake mod – human DAT dopamine uptake with cocaine, either direction; LLC-PK1 hDAT cells, [14C]-dopamine uptake with cocaine IC80; actives deviate in either direction; B-score at 10 µM; actives 1.3% (n = 110,000); AID 449768;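 active = Z score or B-score, a plate-position-corrected score, falls beyond the plate's 99.7% confidence bounds, in either direction; inactive = both scores lie inside the 99.7% bounds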;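 note: scored against the spread of the other compound wells on the same plate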
Target sequence (Q01959 whole entry, looked up): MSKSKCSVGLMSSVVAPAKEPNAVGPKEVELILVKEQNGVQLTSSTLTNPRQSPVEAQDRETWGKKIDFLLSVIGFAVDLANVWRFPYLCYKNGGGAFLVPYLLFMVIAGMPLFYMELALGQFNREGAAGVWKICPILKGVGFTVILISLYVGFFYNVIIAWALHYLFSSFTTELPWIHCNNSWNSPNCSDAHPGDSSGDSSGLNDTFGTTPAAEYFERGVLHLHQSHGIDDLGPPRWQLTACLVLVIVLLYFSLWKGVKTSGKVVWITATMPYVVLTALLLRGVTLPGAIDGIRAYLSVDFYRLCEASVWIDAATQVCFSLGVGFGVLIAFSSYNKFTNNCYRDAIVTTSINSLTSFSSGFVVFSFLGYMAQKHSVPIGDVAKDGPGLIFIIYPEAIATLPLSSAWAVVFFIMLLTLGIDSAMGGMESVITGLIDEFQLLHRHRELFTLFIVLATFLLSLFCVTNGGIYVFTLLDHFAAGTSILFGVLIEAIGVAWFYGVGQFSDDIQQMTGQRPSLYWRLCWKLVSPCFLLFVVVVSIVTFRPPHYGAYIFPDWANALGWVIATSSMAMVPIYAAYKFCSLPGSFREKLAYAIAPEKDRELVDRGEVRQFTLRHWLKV
S1P2 blocker – blocks the human S1P2 receptor; O95136; cell-based S1P2 antagonist assay, inhibition at 5 uM; inhibition, % at 5 µM; actives 0.21% (n = 97,000); in the data active = inhibition above about 45%;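 note: CRE beta-lactamase reporter cells expressing human S1P2 stimulated with S1P; 0% = agonist at EC80 alone and 100% = agonist plus reference antagonist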
The depositor's hits bear a star; · = not tested or not shown; & = joins results of further samples. Cut-off read from the data, not from the text of the source, unless noted: active = inhibition above about 30%; inactive = the rest.

The opening 4 entries (preview)
compound | PostGolgi ctrl | H69AR inhibit | DAT uptake mod | Ecoli WT expand | S1P2 blocker | PostGolgi yeast | Fibroblast inh | S1P2 agonist | HUVEC inhibit
CS(=O)(=O)N(CC(=O)NCCSc1ccc(Cl)cc1)c1ccc2c(c1)OCO2 | 10 | 98 | -0.32 | -9 | 3 | 6 | 96 | -8 | 103
COc1ccc(NC(=O)c2ccc(CNS(=O)(=O)c3cccc(OC)c3)cc2)cc1 | -3 | · | -0.56 | -7 | 9 | 17 | · | -12 | ·
COc1ccc(OC)c(N2C(=O)CC(Cc3ccc(Cl)cc3)C2=O)c1 (configuration not stated) | · | 101 | -0.47 | · | -19 | · | 92 | -1 | 94
COc1ccccc1N(CN1CCCC1=O)C(=O)c1c(F)cccc1F | 1 | 104 | 0.43 | 0 | 16 | -3 | 100 | -7 | 101

This part in full, from the start:
compound | PostGolgi ctrl | H69AR inhibit | DAT uptake mod | Ecoli WT expand | S1P2 blocker | PostGolgi yeast | Fibroblast inh | S1P2 agonist | HUVEC inhibit
CS(=O)(=O)N(CC(=O)NCCSc1ccc(Cl)cc1)c1ccc2c(c1)OCO2 | 10 | 98 | -0.32 | -9 | 3 | 6 | 96 | -8 | 103
COc1ccc(NC(=O)c2ccc(CNS(=O)(=O)c3cccc(OC)c3)cc2)cc1 | -3 | · | -0.56 | -7 | 9 | 17 | · | -12 | ·
COc1ccc(OC)c(N2C(=O)CC(Cc3ccc(Cl)cc3)C2=O)c1 (configuration not stated) | · | 101 | -0.47 | · | -19 | · | 92 | -1 | 94
COc1ccccc1N(CN1CCCC1=O)C(=O)c1c(F)cccc1F | 1 | 104 | 0.43 | 0 | 16 | -3 | 100 | -7 | 101
Cn1nc(C(=O)NCc2ccccn2)c2ccccc2c1=O | 3 | 96 | 1.1 | -3 | 11 | -7 | 93 | -8 | 109
Nc1nnnn1N=C1CCCCC1 | -3 | 103 | 0.11 | 6 | 16 | 11 | 107 | -6 | 97
CCCCC(CC)CNC(=O)c1ccc2c(c1)OCO2 (configuration not stated) | 22 | 102 | -0.35 | 8 | 2 | 15 | 92 | -5 | 87
CCn1cnc2sc(C(=O)N3CCN(c4ccc(OC)cc4)CC3)c(C)c2c1=O | 32* | 94 | -0.99 | 6 | 2 | -4 | 103 | -8 | 131
CC(=O)/C=C(/C)NC(Cc1c[nH]c2ccccc12)C(=O)O (configuration not stated) | 11 | 97&93 | -1.5&0.33 | 3 | -4&17 | -3 | 103&101 | -3&-6 | 96&96
O=C(NCc1ccco1)c1ccc(COCC(F)(F)F)cc1 | 0 | · | -0.03 | 6 | -10 | 2 | · | 0 | ·
Cc1ncsc1CCOC(=O)C12CC3CC(CC(C3)C1)C2 | 46* | · | -0.55 | 12 | -1 | -3 | · | -2 | ·
CCOC(=O)N1CCC(Nc2c(-c3ccc(C)cc3)c(=O)c2=O)CC1 | -10 | 85 | 2 | -4 | 4 | -1 | 93 | 1 | 92
CCn1c(=O)cc(OCC(=O)Nc2ccccc2C#N)c2ccccc21 | 0 | · | 0.078 | -1 | -1 | 4 | · | -5 | ·
Cc1ccc(S(=O)(=O)N2CCCN(S(=O)(=O)c3ccc(C)cc3)CC2)cc1 | 11 | 107 | -1 | -6 | -12 | 9 | 99 | -4 | 100
CCOC(=O)N1CCN(S(=O)(=O)c2c(C)[nH]c(=O)[nH]c2=O)CC1 | 5 | 91 | · | -3 | · | 10 | 90 | · | 94
Cc1ccc(-c2ccc(/C=N/n3cnnc3)o2)cc1Cl | 60* | 87 | -0.58 | -2 | -3 | 80* | 93 | -2 | 92
COc1cc(C2C(C#N)=C(C)NC3=C2C(=O)c2ccccc23)cc(OC)c1OC (configuration not stated) | 7 | · | -1.3 | -8 | -2 | 3 | · | 7 | ·
CC(O)CNc1nc2c(c(=O)n(C)c(=O)n2C)n1Cc1cccc(Br)c1 (configuration not stated) | 2 | · | 0.86 | -8 | 6 | 12 | 91 | -3 | 101
COc1cccc2sc(NC(=O)c3ccc(Br)s3)nc12 | -3 | · | -0.93 | -11 | -17 | -8 | · | -2 | ·
COc1ccc2oc(=O)c(C(=O)NCC3CCCO3)cc2c1 (configuration not stated) | 23 | 106 | -0.02 | 1 | 10 | 3 | 95 | -10 | 102
COc1cccc(C(=O)CSc2nnc(-c3ccco3)n2CC2CCCO2)c1 (configuration not stated) | 6 | 85 | 1.5 | 0 | 6 | -7 | 95 | -5 | 89
CCCCNc1c(C(=O)OCC)c(=O)[nH]c2ccccc12 | 2 | 93 | 2 | 6 | 8 | -6 | 108 | -4 | 94
CC(C)C1=CC(=NS(=O)(=O)c2cccc([N+](=O)[O-])c2)C=C(C(C)C)C1=O | 23 | · | -0.15 | 8 | -10 | -20 | · | 0 | ·
CC1=C(C(=O)OCC2CCCO2)C(c2ccncc2)C2=C(CCCC2=O)N1 (configuration not stated) | 9 | · | · | 4 | 2 | -1 | · | -3 | ·
CCOC(=O)c1cc(-c2ccc(/C=C3/C(=O)NC(=O)C(C#N)=C3C)o2)ccc1Cl | 4 | · | 1.6 | 25 | -12 | -8 | · | -3 | ·
O=C(CSc1nc2ccccc2[nH]1)N1CCN(c2ccccc2)CC1 | 23 | 89 | 0.59 | -4 | · | 1 | 95 | · | 101
CCOC(=O)N1CCC(NC(=O)C2CCCN2C(=O)OCc2ccccc2)CC1 (configuration not stated) | 5 | 93 | -0.27 | 5 | -16 | -2 | 98 | 1 | 100
CCOC(=O)C1CCCN(C(=O)c2sc3nc(-c4ccc(F)cc4)cn3c2C)C1 (configuration not stated) | 13 | 52 | · | 6 | 1 | 19 | 97 | -2 | 90
Cn1c(=O)n(CC(=O)Nc2ccccc2)c2ccccc21 | -1 | 92 | 0.87 | 5 | 14 | -8 | 104 | -1 | 104
CC(CN1CCOCC1)OC(=O)C(C)(c1ccccc1)c1ccccc1 (configuration not stated) | · | 95 | -0.05 | · | -3 | · | 101 | -4 | 99

Two compounds drawn at random from the list so far:
compound | PostGolgi ctrl | H69AR inhibit | DAT uptake mod | Ecoli WT expand | S1P2 blocker | PostGolgi yeast | Fibroblast inh | S1P2 agonist | HUVEC inhibit
CCn1cnc2sc(C(=O)N3CCN(c4ccc(OC)cc4)CC3)c(C)c2c1=O | 32* | 94 | -0.99 | 6 | 2 | -4 | 103 | -8 | 131
CCCCNc1c(C(=O)OCC)c(=O)[nH]c2ccccc12 | 2 | 93 | 2 | 6 | 8 | -6 | 108 | -4 | 94

More results
compound | PostGolgi ctrl | H69AR inhibit | DAT uptake mod | Ecoli WT expand | S1P2 blocker | PostGolgi yeast | Fibroblast inh | S1P2 agonist | HUVEC inhibit
COc1ccc(NC(=O)C(Cc2ccccc2)NC(=O)c2ccco2)cc1OC (configuration not stated) | 4 | 83 | -0.66 | -1 | 16 | -1 | 94 | -7 | 83
CC(=O)N1CCc2cc(S(=O)(=O)NCCC(=O)NCCc3ccc(C)cc3)ccc21 | -1 | 95 | -0.042 | 0 | · | 5 | 110 | · | 101
Nc1ccc(Sc2ccccc2CC(=O)O)cc1 | 3 | · | -0.54 | -4 | -9 | -5 | · | -3 | ·
Cc1nn(C)c(=O)n1-c1ccc(OCc2ccccc2)cc1 | 2 | · | 1.1 | 4 | 11 | 10 | · | -4 | ·
Cc1onc(-c2ccccc2)c1C(=O)Nc1nnc(N2CCCCCC2)s1 | 9 | 84 | 0.72 | -5 | · | 1 | 103 | · | 103
CC1C/C(=C/c2cccn2C)C(=O)/C(=C/c2cccn2C)C1 (configuration not stated) | 41* | 89 | 0.36 | 3 | 59* | 12 | 91 | -11 | 88
COCCSc1ccccc1C(=O)N1CCOCC1 | -2 | 106 | -0.37 | -11 | -2 | -4 | 96 | 0 | 96
Cc1nnc(Sc2nc3c(c(=O)[nH]c(=O)n3C)n2CCCc2ccccc2)s1 | -5 | 90 | -0.045 | -3 | -31 | 5 | 97 | 27* | 95
CCO/C=C1/C(=O)N(C(C)=O)c2ccccc21 | · | 92 | -0.12 | · | 5 | · | 99 | -6 | 102
CCOC(=O)c1sc(=S)n(-c2ccccc2)c1N | · | 95 | 0.21 | · | -19 | · | 94 | -1 | 101
COc1cccc(CNC(=O)C2CCCN(c3nc4ccccc4o3)C2)c1 (configuration not stated) | 26 | 75 | 1.2 | -1 | 2 | -6 | 107 | -10 | 99
COc1ccc(C2(C(=O)NCc3ccco3)CCCC2)cc1OC | 2 | 95 | 0.49 | 2 | -3 | -4 | 106 | -6 | 99
CCCCC(O)CN1CCC(c2ccccc2)CC1 (configuration not stated) | 4 | 88 | 0.13 | 3 | 0 | 17 | 93 | -3 | 95
O=C1NCCCc2nonc21 | 6 | 91 | 0.73 | 0 | 8 | -1 | 100 | -5 | 92
O=C(CNS(=O)(=O)c1ccc2ccccc2c1)OCc1nnc(-c2ccccc2)o1 | -4 | · | -1.5 | -1 | 2 | -5 | · | -2 | ·
Cc1cc(-c2ccccc2)c2nncn2n1 | 10 | 88 | -0.92 | 6 | -3 | -2 | 107 | -8 | 99
COc1ccccc1Oc1cc(C#N)c(C#N)cc1-n1nnc2ccccc21 | 30* | · | · | -19 | -2 | -4 | · | 0 | ·
Cc1cc(C)c(NC(=O)/C(=C/c2ccco2)c2ccccc2)c(C)c1 | 24 | · | 0.1 | 0 | 2 | 0 | · | -3 | ·
COc1ccc(OC)c(C(=O)CSc2nc3ccccc3n2CC(=O)NC(C)(C)C)c1 | -2 | · | -0.054 | -16 | -11 | -5 | · | -3 | ·
CCOc1ccccc1C1CC(=O)Nc2cc(OC)c(OC)c(OC)c21 (configuration not stated) | 7 | 99 | 0.078 | -4 | 19 | -8 | 102 | -2 | 95
CCOC(=O)C1=C(C)OC(N)=C(C#N)C1c1ccoc1 (configuration not stated) | 14 | 95 | 0.65 | 3 | · | 16 | 99 | · | 102
COC(=O)CN(c1ccc(F)cc1)S(=O)(=O)c1ccc2c(c1)OCCO2 | 5 | 86 | -0.016 | -6 | 6 | 3 | · | -3 | 90
Cc1cc(C)n2nc(C(=O)N3CCOCC3)nc2n1 | 19 | 107 | 0.68 | -2 | -8 | -2 | 94 | -7 | 95
CSCCC(NC(=O)c1ccco1)C(=O)OCC(=O)Nc1sccc1C#N (configuration not stated) | 14 | 100 | · | 2 | -3 | 18 | 94 | 2 | 91
CC(C)NC(=O)c1onc(CSc2ccc(F)c(F)c2)c1C(=O)O | -3 | · | -0.0027 | -9 | 2 | 4 | · | -7 | ·
Nc1nnnn1/N=C/C=C/c1ccccc1 | 0 | 93 | -0.94 | -7 | · | 2 | 93 | · | 103
Cc1ccc(CNC(=O)C2CC(=O)N(C3CCCCCCC3)C2)cc1 (configuration not stated) | 12 | 100 | 0.67 | 7 | 15 | 1 | 105 | -3 | 92
COCCn1c(C)cc(C(=O)CSc2ncnc3sc4c(c23)CCC4)c1C | 3 | 81 | 0.33 | 2 | 13 | 3 | 95 | -2 | 90
O=S(=O)(Nc1ccncc1)c1ccc(Cl)cc1 | -1 | · | -0.73 | -4 | -27 | -4 | · | -1 | ·
COc1ccc(S(=O)(=O)N2CCCN(CCC(=O)Nc3cccc(C(F)(F)F)c3)CC2)cc1 | 10 | 62 | 0.17 | 0 | 2 | -5 | 95 | -3 | 69
COc1cc2[nH]c(=O)n(Cc3ccccc3Cl)c(=O)c2cc1OC | 4 | 89 | -0.89 | -13 | -18 | 4 | 99 | -4 | 101
CCc1nc(SCC(=O)N2CCC(C)CC2)c2c(=O)n(C)c(=O)n(C)c2n1 | 3 | 90 | 1.4 | -9 | -15 | -4 | 103 | -7 | 86

Source: PubChem (several laboratories)
